RAM network inh: blocks the yeast RAM network; inhibition, % at 50 µM; actives 1.8% (n = 190,000); AID 868; S. cerevisiae dse1pr::URA3 reporter, 5-FOA growth OD615, 2 d; analog-sensitive cbk1-as2 kinase mutant strain;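 active means inhibition above a set limit, 3 SD over mean compound inhibition, cut at about 8.4% in these data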;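 further: 0% = DMSO-only wells with no growth and 100% = 10 µM 1-NA-PP1 full growth; inhibition rescues growth on 5-FOA so higher OD means more RAM inhibition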
Hsp70 activator: Hsp70 transcriptional activation, primary screen; HeLa Hsp70 promoter luciferase reporter, luminescence; scaled: vehicle 0, proteasome-inhibitor control 100%; activation, % at 10 µM; actives 0.04% (n = 200,000);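 active means activation above the mean across all tested compounds plus 3 SD, cutoff set per campaign, cut at about 5.5% in these data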;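 further: 100% = MG132 at 30 µM as the positive control and 0% = DMSO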
S1P3 antag: antagonists of human S1P3 receptor; CHO S1P3 NFAT-BLA reporter, FRET fluorescence, antagonist mode; actives 0.27% (n = 170,000); inhibition, % at 4.98 µM;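 active means inhibition above the plate cutoff, the mean inhibition of test wells on that plate plus 3 SD, cut at about 28% in these data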;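 further: cells challenged with S1P at its EC80 of 0.8 µM; blue over green emission ratio from cleaved BLA substrate after 4 h stimulation; 0% = S1P-stimulated wells and 100% = unstimulated DMSO-only wells; some compounds past the cut are filed as inactive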
PMI act hi M6P: PMI (human) activation, high substrate | coupled PMI enzyme assay, resazurin fluorescence, 20 min; hits give high values; 1 = untreated enzyme, 0 = substrate-free blank | activation factor at 20 µM | actives 0.34% (n = 190,000);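 active means activation factor of 2 or more at 20 µM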
Target sequence (P34949 whole entry, looked up): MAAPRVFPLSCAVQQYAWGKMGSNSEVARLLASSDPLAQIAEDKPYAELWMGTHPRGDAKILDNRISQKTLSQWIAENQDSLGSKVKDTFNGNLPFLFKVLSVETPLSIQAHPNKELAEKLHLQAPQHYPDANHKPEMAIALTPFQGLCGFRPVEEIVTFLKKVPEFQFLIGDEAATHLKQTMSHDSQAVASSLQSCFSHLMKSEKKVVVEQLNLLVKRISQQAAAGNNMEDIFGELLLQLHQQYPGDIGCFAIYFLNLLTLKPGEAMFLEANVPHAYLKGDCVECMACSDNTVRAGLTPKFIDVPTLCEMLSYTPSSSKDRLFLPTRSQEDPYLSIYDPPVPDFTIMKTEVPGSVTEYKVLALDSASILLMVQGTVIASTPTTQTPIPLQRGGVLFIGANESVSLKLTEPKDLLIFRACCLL
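Test system: human PMI in coupled enzyme assay; Input: PMI at 15 ng/mL final; Medium: HEPES buffer, pH 7.4; Schedule: 20 min incubation at room temperature; Technique: resorufin fluorescence at Ex 544/Em 590 nm; Compound: 20 µM single dose; Probe or stimulus: Near-saturating mannose-6-phosphate, 1.0 mM.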
TNAP inh noacc: inhibitors of human TNAP without phosphate acceptor; actives 0.26% (n = 200,000); AID 1012; purified TNAP, CDP-star luminescence, 30 min; inhibition, % at 20 µM;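 active means tissue-nonspecific alkaline phosphatase inhibition above about 50% at 20 µM in the single-dose screen, limit read from the data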;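 further: 0% = DMSO negative control and 100% = EDTA positive control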
Target sequence (P05186 whole entry, looked up): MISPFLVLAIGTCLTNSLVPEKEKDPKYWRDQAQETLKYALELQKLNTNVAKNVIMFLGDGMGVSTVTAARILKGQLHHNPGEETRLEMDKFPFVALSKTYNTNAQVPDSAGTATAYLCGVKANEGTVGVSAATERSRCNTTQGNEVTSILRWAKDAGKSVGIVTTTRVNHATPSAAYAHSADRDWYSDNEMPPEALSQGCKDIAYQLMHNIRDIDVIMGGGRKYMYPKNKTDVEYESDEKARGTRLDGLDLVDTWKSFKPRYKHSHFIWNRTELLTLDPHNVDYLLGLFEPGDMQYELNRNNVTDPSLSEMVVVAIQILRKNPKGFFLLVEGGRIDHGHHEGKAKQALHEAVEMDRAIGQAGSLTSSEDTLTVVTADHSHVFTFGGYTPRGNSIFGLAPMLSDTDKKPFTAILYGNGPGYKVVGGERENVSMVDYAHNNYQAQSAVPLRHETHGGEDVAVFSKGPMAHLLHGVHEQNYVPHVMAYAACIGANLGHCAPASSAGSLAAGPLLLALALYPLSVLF
DTT redox prof: compounds producing H2O2 with reducing agent – biochemical, NIH compound library profiling, artefact control for MLSCN library redox annotation, primary screen; activation, % at 10 µM; DTT-dependent redox cycling H2O2, phenol red/HRP absorbance; 100% = 100 µM peroxide control, 0% = buffer; actives 0.03% (n = 200,000);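 active means activation of at least 50% relative to the plate's high and low controls in the primary single-dose screen; inactive means activation below 50%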;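 further: compound incubated with DTT at 0.8 mM final as the reducing agent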
PMI act: increases human mannose-6-phosphate isomerase activity. purified human PMI, coupled resazurin fluorescence, 20 min; hits give high values; 1 = vehicle control, 0 substrate-free wells. activation factor at 20 µM. P34949. actives 0.005% (n = 190,000). AID 1214;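 active means activation factor of 2 or more at 20 µM, relative to plate controls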
Lmaj promast: inhibitors of Leishmania major promastigote growth. Leishmania major promastigotes, resazurin fluorescence viability. inhibition, % at 10 µM. actives 9% (n = 200,000). AID 1063; in the data active means inhibition above about 50%;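 further: promastigotes grown with compound for 44 hours at 28 °C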
HMGR II inh: inhibitors of class II HMG-CoA reductase from Enterococcus faecalis; purified E. faecalis HMGR, NADPH absorbance 340 nm kinetic; inhibition, % at 10 µM; actives 0.41% (n = 190,000);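 active means inhibition above a set limit, the median over all tested compounds plus 3 SD, cut at about 9.5% in these data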;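 further: enzyme runs in reverse so mevalonate oxidation gives rising NADPH absorbance; 0% = complete reaction with DMSO and 100% = background rate lacking mevalonate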
TNAP inh hi DEA: TNAP (human) inhibition, high acceptor | purified TNAP, CDP-star luminescence, 1 M DEA | inhibition, % at 20 µM | AID 1135 | P05186 | actives 0.03% (n = 200,000);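 active means over 50% inhibition of tissue-nonspecific alkaline phosphatase at 20 µM in the single-dose screen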;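 further: plate controls were DMSO wells for no effect and EDTA-quenched wells as full inhibition for full effect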
* marks the source's active call; other numbers are inactive results; . = no result given. The order is random; any-hit rate near 12%.

smiles,RAM network inh,Hsp70 activator,S1P3 antag,PMI act hi M6P,TNAP inh noacc,DTT redox prof,PMI act,Lmaj promast,HMGR II inh,TNAP inh hi DEA
Cc1cnnc2c1-c1no[n+]([O-])c1CC2,3.7,-0.7,-7,1,-1,-0.7,0.9,-3,-1,-4
Cc1ccc(NC(=O)CC2Oc3ccc(C)cc3NC2=O)cc1 (stereo unspecified),1.0,0.3,-54,1,-12,-1.1,0.9,-4,-3,-2
CN(C(=O)c1cc2n(n1)C(C(F)(F)F)CC(c1ccco1)N2)c1ccc(OC(F)(F)F)cc1 (stereo unspecified),1.4,-0.1,-4,1.1,-3,-0.1,1,6,4,4
CCC(=O)N1c2ccc(S(=O)(=O)N(CCO)Cc3ccccc3)cc2CC1C (stereo unspecified),0.9,-0.2,-8,1,-10,-0.1,0.9,-8,-3,-6
CC(C)CC(CO)N1CCN(C(=O)c2cccc(C(F)(F)F)c2)CCC1=O (stereo unspecified),0.5,-0.1,-1,1,0,-0.1,1.1,-7,-8,0
CCCCNC(=O)CSc1nc2ccccc2n1S(=O)(=O)c1ccc(Cl)cc1,-0.2,-0.3,-5,1.1,-11,0.7,1,17,-4,2
C/C(=N\NS(=O)(=O)c1ccccc1)c1cc(Cl)cc(Cl)c1O,0.8,-0.2,-7,1.1,-14,-2.0,1.2,-5,1,-8
Cc1c(NC(=O)Cc2ccccc2)cccc1C(=O)NN1C(=O)c2ccccc2C1=O,2.5,-0.3,3,0.9,-11,0.3,1,-6,-2,-1
COc1ccccc1CN(Cc1nc2ccccc2c(=O)[nH]1)C(=O)Nc1ccc(C)cc1,7.8,-0.2,.,1.1,-6,0.2,1.1,19,-1,-2
Clc1ccc(Nc2ccc(NCc3ccccc3)nn2)cc1,0.3,-0.3,-5,0.8,-5,0.0,0.8,91*,-2,-2
CC(=O)c1cc(NC(=O)c2ccc(Cl)cc2)c(=O)oc1/C=C/N(C)C,0.3,-0.4,.,0.9,19,11,0.9,-3,-1,15
Cc1cc(Br)cn2cc(C(=O)O)nc12,2.4,-0.2,-13,1,-11,0.2,1,3,-4,-7
Nc1cc(-c2ccc(Cl)cc2)nn1S(=O)(=O)c1ccc(Cl)cc1,0.8,-0.2,.,0.9,-10,-2.0,0.8,-6,2,-5
COc1cc(COc2ccc3c(C)c(Cc4ccccc4)c(=O)oc3c2)cc(OC)c1OC,3.8,-0.3,.,0.8,-5,1.2,0.8,-1,1,0
Cn1c(SCC(=O)NCCN2C(=O)CSC2=O)nnc1-c1ccccc1,-0.4,-0.1,0,1.1,-11,0.5,1.1,56*,-1,-4
Cc1ccc2c(CC(=O)NCc3ccc4c(c3)OCO4)coc2c1,1.2,0.1,-19,1.1,-3,-0.4,1,0,-6,-7
COc1ccc(-c2ccc(SCC(=O)Nc3nnc(C)s3)nn2)cc1,3.7,-0.1,2,1.1,9,0.0,1.2,-10,-2,8
CCOC(=O)C1(Cc2ccccc2)CCN(Cc2csc(C(C)=O)c2)CC1,3.0,-0.3,-6,0.9,-1,11,0.9,86*,-7,-2
Nc1ccc(N2CCCCC2)cc1N1CCCCC1,-0.1,-0.2,0,0.5,-4,0.8,0.4,100*,1,-1
C/C(=N\NC(=O)CNC(=O)c1ccncc1)c1ccc(C)cc1,1.6,-0.2,2,1.1,-13,0.1,1.1,3,-6,-4
Cn1c(CCN2CCCCC2)nc2cc(NS(=O)(=O)c3ccc(Cl)cc3)ccc21,1.1,.,-51,1,-7,.,1,.,-8,-5
Cc1cc(=O)c2ccc(Cl)cc2[nH]1,1.9,-0.2,-9,1,-10,0.7,1,-6,9,-5
CCCC/S(CC1CC1(Cl)Cl)=N\S(=O)(=O)c1ccc(C)cc1 (stereo unspecified),-0.8,-0.1,.,1.1,-4,0.1,1,-3,-4,2
CC(C)Nc1nnc(SC(C)C(=O)NCc2ccc3c(c2)OCO3)s1 (stereo unspecified),1.2,-0.2,-4,0.9,-12,-1.0,0.9,-1,-1,-8
OCCCc1nc2n(n1)C(c1ccccc1Cl)C=C(c1cccs1)N2 (stereo unspecified),3.1,-0.1,14,1.6,8,-4.1,1.3,-6,-4,2
Cc1ccc(NC(=O)C2CCCN(S(=O)(=O)c3cnc[nH]3)C2)cc1F (stereo unspecified),1.8,-0.2,3,0.9,-4,-0.3,0.9,-6,0,4
COc1ccc(C(=O)Nc2cccc(C(C)=O)c2)cc1S(=O)(=O)N1CCOCC1,2.2,0.1,-16,1.1,-13,-0.1,1,6,-6,-6
COc1ccc(-n2c(-c3ccc(Br)cc3)c[n+]3c2CCC3)cc1,1.1,-0.4,-1,0.9,-4,-0.1,0.9,100*,-4,-2
CN(C)CCCn1c(N)c(C#N)c2nc(C#N)c(C#N)nc21,1.7,-0.4,-8,0.8,-2,2.9,0.8,32,8,-4
CCN(CC)C(=O)CSc1nc2sc(C)c(C)c2c(=O)[nH]1,0.3,-0.6,11,1.1,0,1.3,1,1,1,-4
ON1C2CCCCC2N(O)C1c1ccccc1C(F)(F)F (stereo unspecified),-0.4,-0.4,.,1.1,-8,-4.5,1.1,-7,-2,-4
Cn1c(-c2cnn(-c3ccccc3)c2-n2cccc2)n[nH]c1=S,0.8,-0.3,1,1,10,-0.5,1.1,-3,3,0
O=C(NCC1CCCO1)C1CCC(=O)N1Cc1ccccc1Cl (stereo unspecified),-0.9,-0.4,-25,1,-2,4.6,0.9,-1,-2,0
CCOc1ccc(NC(=S)NC(=O)/C=C/c2ccc(OC)c(OC)c2)c([N+](=O)[O-])c1,4.9,-0.2,.,0.9,-9,-3.3,0.8,-3,0,-2
O=C(CN1CCN(c2ccccc2F)CC1)c1ccc2c(c1)OCO2,0.0,-0.3,9,2*,-5,0.0,1.1,9,-1,-3
COc1ccc(S(=O)(=O)NCCC(=O)NC2CCCCCCC2)cc1,0.1,-0.3,11,1.1,-7,2.2,1.1,4,0,0
CCN(CC)S(=O)(=O)c1ccc(N=NC2=C(O)CC(C)(C)CC2=O)cc1,0.0,0.0,-11,1,6,0.1,1,80*,-8,10
CCC(=O)NCc1ccc2[nH]c(C)cc2c1,1.4,-0.1,-9,0.6,-5,-0.2,1.1,-1,1,1
COCCCNc1oc(-c2cccs2)nc1S(=O)(=O)c1ccc(C)cc1,0.5,-0.4,-5,1,-12,-0.7,1.2,5,-3,-2
O=c1c(Cl)c(N2CCN(S(=O)(=O)c3ccccc3)CC2)cnn1-c1ccccc1,4.8,-0.3,-10,1.1,19,0.1,1,-2,3,-2
Cc1csc(Nc2ccc(Cl)cc2)n1,4.1,0.0,3,1.1,-5,0.5,1.1,8,-2,-4
FC(F)(F)c1cccc(NC(=S)N2CCN(c3cccc(C(F)(F)F)c3)CC2)c1,4.6,-0.3,.,1,-14,0.6,1,-6,0,-7
CSCC[C@H](NC(=O)Nc1ccc(C)cc1)C(=O)O,1.2,-0.1,-15,1,-8,-3.2,1,-1,2,0
Cc1ccc(S(=O)(=O)NCCCC(=O)O)cc1,0.7,0.0,-2,1,-5,-0.1,1.1,1,-3,-7
COc1ccc(CNC(=O)C/C(C)=N/NC(=O)COc2ccc(C)cc2Br)cc1,1.1,-0.1,-11,1,2,0.4,1,-6,-3,-1
Cn1c(=O)c2ncn(CC(=O)Nc3cc(C(F)(F)F)ccc3N3CCOCC3)c2n(C)c1=O,-0.9,-0.2,14,1.1,-9,-3.1,1,-3,0,-2
CCCCCN=C(C)c1c(O)c2ccccc2oc1=O,0.3,0.0,-18,1,-4,1.0,1,-2,-2,-10
CCOc1ccc2nc(NC3=NC(c4ccc(OC)cc4)CC(=O)N3)nc(C)c2c1 (stereo unspecified),2.2,0.0,.,1.1,-17,-5.9,0.9,15,2,-4
CC(NC(=O)c1cc(-c2ccccc2)nc2ccccc12)C1CCCO1 (stereo unspecified),0.8,-0.2,14,0.9,-10,-0.3,0.9,-1,3,-4
O=c1c(O)c(-c2ccc(O)cc2O)oc2cc(O)cc(O)c12,0.6,-0.1,1,1,0,-0.2,1.2,-4,-10,4
CNc1c([N+](=O)[O-])cnn1-c1ccc(C)cc1,1.1,-0.1,.,0.9,-7,-4.3,0.9,-2,-2,-3
O=C(CSc1n[nH]c(-c2ccccc2)n1)NCc1cccc(C(=O)O)c1,1.6,-0.2,-3,1.1,70*,-0.8,1,-10,-1,-5
COc1ccccc1NC(=O)Cc1noc(CSc2nnc(N)s2)n1,2.1,-0.1,.,1,-2,0.9,1,-1,1,-4
C=C1c2cc(OC)ccc2NC(=O)N1CC,1.9,-0.2,.,2*,-8,0.3,1.5,3,-1,0
CC1(C)C2CCC1(CS(=O)(=O)Nc1ccccc1)C(=O)C2 (stereo unspecified),1.6,-0.1,-2,0.9,0,-0.8,1,-4,3,-2
O=C(Nc1cc(Cl)ccc1O)c1cc2n(n1)C(C(F)(F)F)CC(c1ccc3c(c1)OCO3)N2 (stereo unspecified),6.9,-0.3,-5,0.9,-3,3.5,0.8,84*,-8,0
COc1cc(CN2CCN(CCc3ccccc3)C(CCO)C2)cc(OC)c1 (stereo unspecified),-0.8,0.0,3,1.1,-10,-1.2,1,64*,-2,-5

Record cards, as listed above. Screens in order: RAM network inh	Hsp70 activator	S1P3 antag	PMI act hi M6P	TNAP inh noacc	DTT redox prof	PMI act	Lmaj promast	HMGR II inh	TNAP inh hi DEA
Entry for O=c1c(O)c(-c2ccc(O)cc2O)oc2cc(O)cc(O)c12 : 0.6	-0.1	1	1	0	-0.2	1.2	-4	-10	4
Entry for C=C1c2cc(OC)ccc2NC(=O)N1CC : 1.9	-0.2	.	2*	-8	0.3	1.5	3	-1	0

Random excerpt: four entries already listed.
smiles,RAM network inh,Hsp70 activator,S1P3 antag,PMI act hi M6P,TNAP inh noacc,DTT redox prof,PMI act,Lmaj promast,HMGR II inh,TNAP inh hi DEA
CCOc1ccc2nc(NC3=NC(c4ccc(OC)cc4)CC(=O)N3)nc(C)c2c1 (stereo unspecified),2.2,0.0,.,1.1,-17,-5.9,0.9,15,2,-4
O=C(CSc1n[nH]c(-c2ccccc2)n1)NCc1cccc(C(=O)O)c1,1.6,-0.2,-3,1.1,70*,-0.8,1,-10,-1,-5
C=C1c2cc(OC)ccc2NC(=O)N1CC,1.9,-0.2,.,2*,-8,0.3,1.5,3,-1,0
CC(NC(=O)c1cc(-c2ccccc2)nc2ccccc12)C1CCCO1 (stereo unspecified),0.8,-0.2,14,0.9,-10,-0.3,0.9,-1,3,-4

Assay outcomes deposited in PubChem BioAssay by several laboratories.
